Screening data deposited in PubChem by National Center for Advancing Translational Sciences (NCATS).
KDM5B inhibitor: Primary screen for KDM5B Histone Demethylases FDH-coupled qHTS; Lysine-specific demethylase 5B (Homo sapiens), Q9UGL1; KDM5B demethylase, FDH-coupled NADH fluorescence (FDH is formaldehyde dehydrogenase); Potency, µM (doses to about 57.7 µM), for inactives: top-dose activity change, negative = inhibition, actives largely listed as inhibitors; hit rate 2.6% among 220,000; AID 1347165, 2019; active = well fitted inhibition curve with a large enough effect; inconclusive = small, poorly fitted or top-dose-only effect; inactive = no such curve, though single readings can be large or run the other way; also: 0% is about no effect; nearly all actives have a fitted effect of over 70% in size
Target sequence (Q9UGL1 whole entry, looked up): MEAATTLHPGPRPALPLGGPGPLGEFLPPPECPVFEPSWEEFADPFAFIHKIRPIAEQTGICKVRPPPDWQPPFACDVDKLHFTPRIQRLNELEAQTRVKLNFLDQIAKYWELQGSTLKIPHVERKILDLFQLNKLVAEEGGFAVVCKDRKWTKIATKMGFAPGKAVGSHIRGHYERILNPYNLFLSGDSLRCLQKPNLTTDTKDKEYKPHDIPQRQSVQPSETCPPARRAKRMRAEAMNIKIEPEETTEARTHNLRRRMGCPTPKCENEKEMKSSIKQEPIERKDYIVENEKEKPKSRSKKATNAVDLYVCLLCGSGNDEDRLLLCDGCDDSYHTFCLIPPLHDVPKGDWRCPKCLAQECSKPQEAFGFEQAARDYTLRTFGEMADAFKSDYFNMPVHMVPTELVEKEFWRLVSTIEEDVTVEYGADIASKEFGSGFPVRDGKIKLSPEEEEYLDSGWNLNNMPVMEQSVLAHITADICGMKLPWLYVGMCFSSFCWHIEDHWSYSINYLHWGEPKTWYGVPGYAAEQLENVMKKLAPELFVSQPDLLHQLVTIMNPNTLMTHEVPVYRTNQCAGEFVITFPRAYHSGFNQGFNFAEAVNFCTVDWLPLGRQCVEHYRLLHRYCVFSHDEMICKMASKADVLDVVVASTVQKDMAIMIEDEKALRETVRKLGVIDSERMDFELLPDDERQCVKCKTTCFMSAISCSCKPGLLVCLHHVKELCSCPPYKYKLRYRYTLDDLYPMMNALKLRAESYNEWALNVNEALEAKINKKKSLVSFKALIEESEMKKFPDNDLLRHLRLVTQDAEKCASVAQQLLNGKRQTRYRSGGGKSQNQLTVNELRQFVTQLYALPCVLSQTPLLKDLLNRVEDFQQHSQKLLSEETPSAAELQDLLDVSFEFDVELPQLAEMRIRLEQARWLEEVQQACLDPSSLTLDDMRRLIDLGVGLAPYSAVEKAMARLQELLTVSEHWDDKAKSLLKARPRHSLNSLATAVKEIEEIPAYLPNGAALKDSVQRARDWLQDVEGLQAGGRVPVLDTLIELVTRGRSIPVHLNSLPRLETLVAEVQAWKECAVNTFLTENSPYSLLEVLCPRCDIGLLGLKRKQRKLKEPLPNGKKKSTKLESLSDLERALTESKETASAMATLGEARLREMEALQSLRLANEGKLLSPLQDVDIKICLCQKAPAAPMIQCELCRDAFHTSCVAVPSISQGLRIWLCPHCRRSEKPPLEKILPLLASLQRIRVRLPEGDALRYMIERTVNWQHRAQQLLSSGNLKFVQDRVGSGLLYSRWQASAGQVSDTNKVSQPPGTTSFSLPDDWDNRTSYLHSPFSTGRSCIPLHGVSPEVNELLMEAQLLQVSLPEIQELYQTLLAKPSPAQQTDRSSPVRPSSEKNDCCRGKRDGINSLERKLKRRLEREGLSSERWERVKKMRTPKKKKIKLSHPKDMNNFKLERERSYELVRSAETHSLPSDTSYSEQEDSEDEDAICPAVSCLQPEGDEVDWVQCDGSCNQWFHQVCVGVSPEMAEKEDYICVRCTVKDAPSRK
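Here, H3K4me3 peptide (12.5 µM in substrate mix) is demethylated by KDM5BΔAP, 200 nM final, after 10 min compound exposure. Formaldehyde product is coupled through FDH (0.25 U/mL in mix) to NADH fluorescence; 30-min ΔRFU feeds dose-response curves.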
Starred values were filed as active, the others as inactive; u = inconclusive; [ ] = remark or other dose. Potency is read from the fitted curve at half-maximal effect.

KDM5B inhibitor | SMILES
-9% | Cc1ccc(NC(=O)N2CCCC(Cn3cnc4cccnc43)C2)cc1F (stereo unspecified)
-15% | CO[C@H]1C(=O)N(C(C)C)[C@H]1C1CCN(C(=O)Nc2ccccc2F)CC1
-4%[86.2 µM] | COC(=O)c1ccc2nc(CO[C@H]3CN(C(=O)c4ccccc4)C[C@H]3F)[nH]c2c1
-2% | CS(=O)(=O)c1ccccc1C(=O)NCCC(c1ccccc1)c1ccccc1
3% | CSCC(=O)N1CC[C@H](NC(=O)NC2CCCCC2)[C@H]1C(=O)N[C@H](Cc1c[nH]c2ccccc12)C(N)=O
8% | Cc1cccc(NC(=O)c2ccc3[nH]c(C)c(C)c3c2)c1C
11% | CC(C)CCn1nc(C(=O)OCc2nnc(-c3ccccc3)o2)c2ccccc2c1=O
-32%[86.2 µM] | OCc1cccc(-c2ccc3ncc(Nc4cccc(F)c4)n3n2)c1
-15% | Cc1cccc(C)c1NC(=O)c1cnc2ccccc2n1
-22% | O=C(NCC1CCCN(Cc2ncccn2)C1)c1ccc(-c2ccccc2)cc1 (stereo unspecified)
11% | O=C(NCc1ccc(F)cc1)C(c1ccco1)N(C(=O)c1csnn1)C1CC1 (stereo unspecified)
u | Cc1nn(C)c2c1c(C(F)(F)F)cc(=O)n2CC(=O)N1CCCCC1C (stereo unspecified)
-13% | COc1ccc(OC)c(CC(C#N)C(=O)Nc2cc(C)ccc2C)c1 (stereo unspecified)
u | Cc1cc(NC(=O)c2cccn2-c2nnc(N3CCCCC3)s2)ccc1Br
23% | COc1ccc(NC(=O)N2CCn3nnc(CCC(=O)N4CCOCC4)c3C2)cc1
u | COCc1cc(C)n(CC(=O)Nc2cccc(C(F)(F)F)c2)c(=O)c1C#N
-24% | CCc1nc2c(c(-c3ccc(O)cc3)n1)CN(Cc1ccc(OC)cc1)CC2
-4% | Cc1nc2ccc(S(=O)(=O)N(CC(=O)N3CCOCC3)Cc3ccccc3)cc2s1
-18%[86.2 µM] | COc1ccc(OC)c(CN2CC[C@@H]3OCC(=O)N(C(C)C)[C@H]3CC2)c1
u | COc1ccc(Cn2c(=O)n(-c3ccc(F)c(Cl)c3)c(=O)c3c2c2cc(OC)ccc2n3C)cc1
-8% | COCCN(Cc1cc2ccc(C)cc2[nH]c1=O)C(=O)c1ccc(OC)c(OC)c1
19% | Cc1cc(C(C)(C)C)ccc1OC(=O)/C=C/c1cccs1
-2% | Cc1cccc(OCCc2noc(C3CCCN3C(=O)COc3ccccc3)n2)c1 (stereo unspecified)
-20% | Cc1ccc(S(=O)(=O)N(CC(=O)NCCSc2ccc(Cl)cc2)c2ccccc2C)cc1
9% | Cc1ccc(-c2cc(C(=O)Nc3ccccc3F)no2)cc1C

Some values from the entries so far:
CO[C@H]1C(=O)N(C(C)C)[C@H]1C1CCN(C(=O)Nc2ccccc2F)CC1 @ KDM5B inhibitor: -15%
Cc1nc2ccc(S(=O)(=O)N(CC(=O)N3CCOCC3)Cc3ccccc3)cc2s1 @ KDM5B inhibitor: -4%
COc1ccc(OC)c(CC(C#N)C(=O)Nc2cc(C)ccc2C)c1 (stereo unspecified) @ KDM5B inhibitor: -13%
O=C(NCc1ccc(F)cc1)C(c1ccco1)N(C(=O)c1csnn1)C1CC1 (stereo unspecified) @ KDM5B inhibitor: 11%
CS(=O)(=O)c1ccccc1C(=O)NCCC(c1ccccc1)c1ccccc1 @ KDM5B inhibitor: -2%

An excerpt of these results, tab-delimited.
mol	KDM5B inhibitor
O=C(NCc1ccc(F)cc1)C(c1ccco1)N(C(=O)c1csnn1)C1CC1 (stereo unspecified)	11%
O=C(NCC1CCCN(Cc2ncccn2)C1)c1ccc(-c2ccccc2)cc1 (stereo unspecified)	-22%
CO[C@H]1C(=O)N(C(C)C)[C@H]1C1CCN(C(=O)Nc2ccccc2F)CC1	-15%
CCc1nc2c(c(-c3ccc(O)cc3)n1)CN(Cc1ccc(OC)cc1)CC2	-24%
Cc1cccc(NC(=O)c2ccc3[nH]c(C)c(C)c3c2)c1C	8%
Cc1cccc(C)c1NC(=O)c1cnc2ccccc2n1	-15%

Next section:
KDM5B inhibitor | SMILES
u | Cc1nc2ccccc2n1Cc1ccc(Br)cc1
24% | COc1ccc(C(=O)N2C[C@@H](Oc3ccccc3)C[C@H]2C(=O)N2CCOCC2)c(OC)n1
8% | COc1ccccc1NC(=O)c1cc(-c2ccccn2)nc2ccccc12
16% | COC(=O)c1cccc(COc2ccc(Br)cc2)c1
14% | CS(=O)(=O)c1[nH]nc(-c2ccccc2Cl)c1C#N
-16% | CCN(C(=O)c1ccc2c(c1)N(Cc1cccc(Cl)c1)C(=O)c1ccccc1S2=O)c1ccccc1 (stereo unspecified)
-26%[86.2 µM] | CN1C[C@@H](NC(=O)C2CCCCC2)C[C@H]1c1nc(-c2ccc3c(c2)OCO3)no1
-18% | COc1cccc(NC(=O)CN2C(=O)C3(SCC(=O)N3c3cc(C)cc(C)c3)c3ccccc32)c1 (stereo unspecified)
16% | COC(=O)C1CN(CCc2ccccc2)CCS(=O)(=O)N1Cc1ccc(F)cc1 (stereo unspecified)
12% | COc1ccc(S(=O)(=O)N2CCC[C@H]2C(=O)Nc2cc(C)on2)cc1Cl
-8% | CC(C)c1ccc(C(=O)N2CCC(Oc3ccc(C(=O)N(C)C)cn3)CC2)cc1
6%[86.2 µM] | CN(C)Cc1cc(CC2(NCc3ccc(F)cc3)COC2)no1
9% | O=S(=O)(c1ccc(F)cc1)N1CCCN(c2nnnn2-c2ccccc2)CC1
2% | CN1CCN(C(=O)c2cc(-c3ccccn3)nc3ccccc23)CC1
u | Cc1ccc2oc(=O)c3cc(C(=O)Nc4cccc(C#N)c4)sc3c2c1
9% | CCCCn1c(SCC(=O)NC2CC2)nc2cc(C(=O)OC)ccc2c1=O
u | COc1ccc(/C=N/NC(=O)c2sccc2C)c2ccccc12
-41% | Cc1cc(C)c(Cn2c(=O)n(CCCCC(=O)NCc3ccccc3Cl)c(=O)c3ccccc32)c(C)c1
-23% | Cc1ccc2c(=O)cc(C(=O)Nc3ccc4nsnc4c3)oc2c1
u | CCCCc1cc(=O)oc2cc(OCC(N)=O)ccc12
-19% | COc1ccc(CCN2CCC(CNC(=O)c3cnn(-c4ccccc4)c3C3CCN(C(=O)OC(C)(C)C)CC3)CC2)cc1
20% | O=C(Oc1ccccc1)N1CCN(c2ccccc2F)CC1
-6%[86.2 µM] | C=CCNC(=O)[C@@H]1Cc2c[nH]c3cccc(c23)[C@H](CC(C)C)N1
-23% | Cc1cc(S(=O)(=O)Nc2ccc3oc4c(c3c2)CCCC4)ccc1Cl
6% | O=C(CCn1ccc2ccccc21)NC1CCCCCCC1
18µM* | CCOc1ccccc1-c1noc(-c2nnn3c2COC(c2ccc(OC)cc2)C3)n1 (stereo unspecified)
-18% | O=S(=O)(c1ccc(F)c(F)c1)N1CCN(Cc2ncc(-c3ccc(F)cc3)o2)CC1
1% | Cc1nnc(SCC(=O)NCCc2ccco2)c2nn(-c3ccccc3)c(C)c12
-12% | COCCNC(=O)[C@H]1C[C@H](Oc2cccnc2)CN1C(=O)NC1CCCC1
-5% | Cc1ccc(NC(=O)C2CCN(S(=O)(=O)c3cc(-c4noc(C)n4)ccc3C)CC2)c(C)c1
-20% | COCCn1nc2n(c1=O)CCN(C(=O)c1ccc(OC)cc1OC)CC2
-2% | COCCNc1ncnc2c1CN(c1ccc(Cl)cc1)C(=O)CN2C
u | Nc1nccnc1C(=O)NCCc1ccc(C(F)(F)F)cc1
-23% | Cc1ccc2cc3cc(C(=O)N(C)c4ccccc4C)oc3nc2c1
-4% | C=CCC1(CO)CCCN(Cc2nc(C)cc(-c3ccccc3)n2)C1 (stereo unspecified)
25% | O=C(N[C@@H]1CN(c2ccncn2)C[C@H]1CO)c1cccc(Cl)c1
-1% | Cc1ccc(-c2csnn2)cc1
-7% | CCC(CC)C(=O)NCCc1noc(C)n1
-15% | O=C(NC1CCN(c2ccc(F)cc2)C1=O)c1ccccc1Cl (stereo unspecified)
u | Cc1cc(NCc2cccnc2)n2nc(C(F)(F)F)c(-c3ccccc3Cl)c2n1
-16% | COCCCNC(=O)CCn1c(=O)c2ccccc2n(CC(=O)Nc2c(C)cc(C)cc2C)c1=O
-2% | CCOC(=O)c1cnc2c(F)ccc(F)c2c1Sc1ccccc1
3% | Cc1ccc(-c2cn3c(n2)N(C(=O)C2CCCO2)CCC3)cc1 (stereo unspecified)
u | O/N=C/c1c(O)ccc2ccccc12
u | Cn1cccc1C(=O)NC[C@H]1O[C@@H](CO)[C@@H](O)[C@H]1N1CCOCC1
-10% | Cc1cccc(-n2nnc(-c3nc(-c4cccs4)no3)c2N)c1
u | COc1ccc(NC(=O)c2cc(-c3ccco3)nc3ccccc23)cc1S(=O)(=O)N1CCOCC1
u | O=C(COc1ccc(Cl)cc1)N1CCN(c2cc(-c3cccs3)[nH]n2)CC1
u | Oc1c(C(c2ccccc2)N2CCN(Cc3ccccc3)CC2)sc2nc(-c3ccco3)nn12 (stereo unspecified)
0% | COC1CCC12CCN(C(=O)COc1ccccc1)CC2 (stereo unspecified)

Exported in CSV form: part of the list above.
compound,KDM5B inhibitor
Cc1ccc(-c2cn3c(n2)N(C(=O)C2CCCO2)CCC3)cc1 (stereo unspecified),3%
Cc1ccc2cc3cc(C(=O)N(C)c4ccccc4C)oc3nc2c1,-23%

Additional records follow:
KDM5B inhibitor | SMILES
35µM* | COCC(=O)N[C@H]1C[C@H]2C(=O)Nc3ccc(-c4cccs4)cc3C(=O)N2C1
28% | CN1CCN(S(=O)(=O)c2ccc(N3CCN(c4ccccc4Cl)CC3)nc2)CC1
2% | COc1cccc(-c2nc(CCNC(=O)COc3ccc(Cl)cc3)cs2)c1
0% | Cn1cnnc1-c1ccc(NS(=O)(=O)c2ccc3c(c2)CCC3)cc1
u | CC(C)C[C@@H]1N[C@H](C(=O)NCCN(C)C)Cc2c[nH]c3cccc1c23
11% | O=C(COc1cccc(-c2nnc3n2CCCC3)c1)NCc1ccc(F)cc1
-26% | CCc1ccccc1NC(=O)Cn1c(=O)n(-c2ccccc2)c(=O)c2oc3ccccc3c21
5% | CS(=O)(=O)N1CCC(C2CCN(C(=O)c3ccc4nc[nH]c4c3)C2)CC1 (stereo unspecified)
14% | Cc1cc(N2CCN(c3ccccc3)CC2)nc(NCc2ccccc2)n1
-16% | O=c1[nH]c(CN2CCCCCCC2)nc2ccsc12
-37% | O=C(C1CCCN(S(=O)(=O)c2cccc3nsnc23)C1)N1CCN(c2ccccc2)CC1 (stereo unspecified)
-16% | N#Cc1cccc(CN2C[C@H](O)C[C@H]2c2nc(CS(=O)(=O)c3ccc(F)cc3)no2)c1
u | O=C(CCC1CCCN(S(=O)(=O)c2ccccc2)C1)N1CCCCC1 (stereo unspecified)
-22% | CCCOc1nc2ccccc2nc1N1CCC(C(=O)Nc2ccc(C(N)=O)cc2)CC1
u | CCCc1ccc(OC(C)c2nc(-c3ccc(-n4cccc4)cc3)no2)cc1 (stereo unspecified)
-16% | COCc1cc(=O)n(CC(=O)Nc2ccc(C)cc2)c(N2CCOCC2)n1
u | COC(=O)c1ccc(NC(=O)CCc2c(C)nc3c(-c4ccccc4)c(C)nn3c2C)cc1
-15% | COC(=O)C(=O)CC(=O)c1ccc(C)s1
u | CCCS(=O)(=O)NCC1Cn2cccc2C(=O)N1CCOC (stereo unspecified)
10% | COc1ccccc1CC(=O)N1CCC2(CC1)N=C(c1ccc(C)cc1)NO2
u | O=C(c1cccc2[nH]ccc12)N1CCC(Cc2nncn2Cc2ccccc2)C1 (stereo unspecified)
-1% | O=C(O)c1cc(Br)c(Cl)[nH]1
-6% | Cc1ccc2nc(C)c(C(=O)NCc3ccc(N4CCCCCC4)nc3)cc2c1
u | COc1cc(OC)cc(C(=O)NC2CCN(c3cc(-c4ccc(F)cc4)[nH]n3)C2)c1 (stereo unspecified)
8% | COc1ccc(-c2ccccc2)cc1N1C(=O)[C@@H]2C[C@H]1CN2Cc1nc[nH]c1C
-16% | Cc1ccc(F)c(OC2(C(=O)O)CCN(CC3[C@H]4CNC[C@@H]34)CC2)c1 (stereo partly specified)
-6%[86.2 µM] | CC(=O)NC1(C)CCCN(Cc2cccc(Nc3cccc(C#N)c3)c2)C1 (stereo unspecified)
-2% | CCc1ccccc1NC(=O)N1CCCn2nc(C)cc21
11% | CS(=O)(=O)c1ccc(OCC(=O)c2ccc(F)cc2)cc1
15% | Cc1cc(C(C)(C)C)cc(C)c1Cn1c(Cl)nc2c1c(=O)n(C)c(=O)n2C
-33% | CC(=O)Nc1ccc(-c2csc(NC(=O)c3cc4cnn(C(C)C)c4nc3C)n2)cc1
-3% | O=C(c1n[nH]c2ccccc12)N1C[C@@H](CO)[C@H](c2ccccn2)C1
-19% | Cc1noc(-c2cn(C3CCCN(C(=O)c4ccc(C)c(F)c4)C3)nn2)n1 (stereo unspecified)
6% | CC(=O)N1N=C2c3ccccc3CCC2C1c1cccs1 (stereo unspecified)
-9% | S=C(Nc1ccc(Br)cc1)N(Cc1ccccc1)Cc1ccccc1
12% | O=C(c1ccc2c(c1)CCN2S(=O)(=O)c1ccc(Cl)cc1)N1CCCC1
5% | c1ccc(-c2noc(CC3CCOC4(CCN(Cc5cccnc5)CC4)C3)n2)cc1 (stereo unspecified)
25µM* | CCc1noc(-c2cccn3c(CNC(=O)Cc4ccc(C)cc4)nnc23)n1
20% | CC1CCCCC1NC(=O)CCC1CCCO1 (stereo unspecified)
-16% | Cc1noc(C)c1S(=O)(=O)N1CCCC(Cc2nncn2C)C1 (stereo unspecified)

Only part of the results is shown; the hit share may differ from the screen's.
